# CCHF vOTU inh = CCHFV vOTU protease inhibition; Pep-AMC fluorescence; inhibition, % at 11.5 µM; hit rate 0.55% among 370,000; in the data active means inhibition above about 30%; further: 0% = vehicle wells with enzyme and 100% = no enzyme wells
# MazEF act = increases E. coli MazEF RNase cleavage of RNA; P0AE70; FAM/BHQ RNA-DNA oligo cleavage fluorescence, 5 h; activation, % at 20 µM; hit rate 0.32% among 350,000; AID 504720; in the data active means activation above about 50%
# PriA SSB inh = K. pneumoniae PriA-SSBct interaction inhibition; hit rate 0.6% among 430,000; AlphaScreen SSBct-PriA binding, biotinylated peptide; inhibition, % at 33 µM; in the data active means inhibition mostly above about 37%, no sharp cut-off; inactive means mostly below about 20%;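 further: plate controls were negative control peptide for no effect and reference peptide for full effect; strong numbers were not always called active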
# Rv3671c protease = Rv3671c (M. tuberculosis) protease inhibition. P9WHR9. inhibition, % at 5.96 µM. hit rate 0.048% among 320,000. AID 2606; in the data active means inhibition above about 38%;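 further: extracellular domain of Rv3671c used as enzyme; 0% = enzyme with DMSO and 100% = no enzyme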
# DUSP3 inh = inhibitors of human VHR1 phosphatase (DUSP3); P51452; recombinant VHR phosphatase, pNPP absorbance; inhibition, % at 13.3 µM; hit rate 0.52% among 290,000; in the data active means inhibition above about 50%; further: some compounds called inactive have numbers as strong as hits
# PrPC surface inh = inhibitors of human cell surface prion protein PrPC | inhibition, % at 13.8 µM | TR-FRET read-out | hit rate 0.43% among 370,000 | P04156; in the data active means inhibition above about 24%; further: 0% = median of the test wells and 100% = reference compound wells
# Vc quorum ag = quorum light induction in luxS cqsA deficient V. cholerae; hit rate 0.16% among 350,000; activation, % at 18.7 µM; V. cholerae BH1578 lux reporter, luminescence, 6 h; in the data active means activation mostly above about 9.7%, no sharp cut-off; further: not every result past the cut was called active; inactives centre near 0; reference of the scale not given here
# 3CLpro inhibitor = SARS-CoV 3CLpro protease inhibition. inhibition, % at 6 µM. recombinant SARS-CoV 3CLpro, quenched FRET peptide cleavage. hit rate 0.14% among 290,000. P0C6X7. AID 1706; in the data active means inhibition above about 12%
# TcdB GH inh = inhibitors of Clostridioides difficile toxin B glycohydrolase; P18177; TcdB glycohydrolase enzymatic assay, plate reader; inhibition, % at 9.99 µM; hit rate 0.24% among 350,000; AID 652162; in the data active means inhibition above about 10%
# Target sequence (P18177 whole entry, looked up): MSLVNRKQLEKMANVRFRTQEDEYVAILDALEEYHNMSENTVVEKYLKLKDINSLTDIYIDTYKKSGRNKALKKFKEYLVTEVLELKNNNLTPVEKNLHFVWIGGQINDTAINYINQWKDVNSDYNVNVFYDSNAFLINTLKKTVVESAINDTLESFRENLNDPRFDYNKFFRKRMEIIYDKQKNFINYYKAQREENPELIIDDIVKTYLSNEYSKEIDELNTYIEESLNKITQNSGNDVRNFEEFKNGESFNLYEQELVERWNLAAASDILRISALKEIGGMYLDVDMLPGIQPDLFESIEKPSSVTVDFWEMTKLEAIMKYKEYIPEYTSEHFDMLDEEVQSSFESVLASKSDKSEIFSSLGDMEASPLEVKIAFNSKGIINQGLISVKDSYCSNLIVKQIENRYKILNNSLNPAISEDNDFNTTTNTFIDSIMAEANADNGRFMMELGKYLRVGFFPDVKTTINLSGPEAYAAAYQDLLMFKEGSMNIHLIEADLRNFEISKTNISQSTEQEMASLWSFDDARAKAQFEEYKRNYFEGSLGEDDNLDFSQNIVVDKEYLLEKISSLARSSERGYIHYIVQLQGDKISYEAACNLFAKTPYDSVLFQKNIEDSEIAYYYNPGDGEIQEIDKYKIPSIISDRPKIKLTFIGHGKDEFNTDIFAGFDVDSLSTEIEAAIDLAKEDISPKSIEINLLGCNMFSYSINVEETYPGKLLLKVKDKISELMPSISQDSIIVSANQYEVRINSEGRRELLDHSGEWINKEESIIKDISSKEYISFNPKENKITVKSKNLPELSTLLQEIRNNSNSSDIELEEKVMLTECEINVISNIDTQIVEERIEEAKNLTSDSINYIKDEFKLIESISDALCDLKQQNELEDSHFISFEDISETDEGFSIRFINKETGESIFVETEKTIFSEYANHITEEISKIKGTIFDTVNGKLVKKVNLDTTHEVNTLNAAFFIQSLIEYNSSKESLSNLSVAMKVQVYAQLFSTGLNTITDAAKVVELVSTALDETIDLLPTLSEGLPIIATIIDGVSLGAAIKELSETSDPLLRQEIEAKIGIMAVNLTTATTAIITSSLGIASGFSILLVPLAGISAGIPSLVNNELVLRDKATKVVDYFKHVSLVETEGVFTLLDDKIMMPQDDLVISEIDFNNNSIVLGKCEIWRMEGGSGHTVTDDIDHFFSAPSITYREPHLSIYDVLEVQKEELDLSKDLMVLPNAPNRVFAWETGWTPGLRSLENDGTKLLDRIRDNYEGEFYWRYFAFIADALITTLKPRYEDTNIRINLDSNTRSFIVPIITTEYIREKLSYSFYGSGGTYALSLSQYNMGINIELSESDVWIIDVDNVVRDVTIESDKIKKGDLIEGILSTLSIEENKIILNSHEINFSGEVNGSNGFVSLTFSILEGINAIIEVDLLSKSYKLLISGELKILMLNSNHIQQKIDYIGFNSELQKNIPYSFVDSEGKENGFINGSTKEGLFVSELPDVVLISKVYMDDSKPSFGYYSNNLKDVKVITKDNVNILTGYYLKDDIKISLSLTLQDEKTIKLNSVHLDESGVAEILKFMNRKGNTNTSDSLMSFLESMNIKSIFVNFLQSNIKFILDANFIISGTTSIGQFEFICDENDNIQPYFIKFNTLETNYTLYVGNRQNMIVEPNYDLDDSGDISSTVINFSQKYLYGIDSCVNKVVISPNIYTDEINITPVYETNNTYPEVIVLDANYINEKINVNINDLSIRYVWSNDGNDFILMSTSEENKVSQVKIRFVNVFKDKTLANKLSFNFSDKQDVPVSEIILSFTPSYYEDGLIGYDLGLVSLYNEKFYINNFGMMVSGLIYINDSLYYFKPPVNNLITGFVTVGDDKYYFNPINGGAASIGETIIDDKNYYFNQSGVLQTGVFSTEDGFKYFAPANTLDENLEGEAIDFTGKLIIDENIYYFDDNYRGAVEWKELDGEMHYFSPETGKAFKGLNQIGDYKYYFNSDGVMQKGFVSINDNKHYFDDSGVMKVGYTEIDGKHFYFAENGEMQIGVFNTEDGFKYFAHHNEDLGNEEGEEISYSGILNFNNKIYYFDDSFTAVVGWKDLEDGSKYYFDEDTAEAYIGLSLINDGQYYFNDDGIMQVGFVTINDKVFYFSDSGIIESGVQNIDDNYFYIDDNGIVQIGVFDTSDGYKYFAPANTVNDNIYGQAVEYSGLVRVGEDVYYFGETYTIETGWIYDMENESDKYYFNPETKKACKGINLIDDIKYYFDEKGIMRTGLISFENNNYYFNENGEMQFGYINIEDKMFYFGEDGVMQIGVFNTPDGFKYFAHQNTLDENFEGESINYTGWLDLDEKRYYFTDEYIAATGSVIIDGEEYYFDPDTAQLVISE
# Y pestis TopoI = blocks Yersinia pestis topoisomerase I activity. Y. pestis Topo-I cleavage product accumulation, plate reader. hit rate 0.064% among 360,000. activity, % at 10 µM; in the data active means activity above about 50%, passing the limit was not always enough; further: inactives centre near 2
# Numbers without * were called inactive; i = inactive; x = no result given; & = joins results of further samples. Not all compounds are listed (hit frequency here may not be typical).
SMILES,CCHF vOTU inh,MazEF act,PriA SSB inh,Rv3671c protease,DUSP3 inh,PrPC surface inh,Vc quorum ag,3CLpro inhibitor,TcdB GH inh,Y pestis TopoI
CCCn1cc([C@@H]2C[C@H]3CN(Cc4cccc(Cl)c4)C(=O)[C@]34CCCN24)c(C)n1,-7,-3,-5,13,-3,-5,i,5,0.0,19
CCc1ccccc1NC(=S)N(CCN(C)C)C(C)c1ccco1 (stereo unspecified),-3,0,4,1,-3,4,-3.2,-4,2.3,-2
O=C1c2ccccc2C(=O)C12OC2c1ccc(Cl)cc1Cl (stereo unspecified),-3,21,-11,6,8,-3,-4.5,7,-0.4,12
Cc1cccc(N2CCN(C(=O)Cn3sc4nc(C)cc(C)c4c3=O)CC2C)c1 (stereo unspecified),x,-7,-6,13,23,x,i,0,x,21
COC(=O)CSc1[nH]c(=O)cc(C)c1C#N,17,6,-5,8,19,1,-12,3,x,-11
COc1cc2c(cc1O)CCN(C(=O)c1ccco1)C2C (stereo unspecified),-1,-5,-6,-1,16,3,13,-2,x,-2
Cc1c(S(=O)(=O)Nc2cccc3ccccc23)c(=O)n(C)c(=O)n1C,-6,4,1&-5,1,x,5,-0.4,x,3.3,-6
COC(=O)C1=C(c2cccc(OC)c2OC)C[C@@H]2CC[C@H]1N2C(=O)NCc1ccc(C(F)(F)F)cc1,19,-2,-8,-2,x,-3,0.9,x,1.8,29
CC(=O)Nc1ccc2c(c1)nc1n2CCN(C2CCCCC2)C1,-42,-5,-4,x,4,-3,-0.9,1,0.5,10
COc1cc(C(=O)NCC(c2ccco2)N2CCOCC2)cc(OC)c1OC (stereo unspecified),9,7,6,1,x,-7,i,x,-0.5,8
Cc1c(N=Cc2c(O)n(Cc3ccc(F)cc3)c(=O)[nH]c2=O)c(=O)n(-c2ccccc2)n1C,22,-3,-4,3,0,5,-0.8,5,-0.5,-6
O=C(Nc1ccc(S(=O)(=O)N2CCCC2)cc1)C1CCCN1C(=O)c1cccs1 (stereo unspecified),0,9,9,-2,-9,6,-0.5,1,0.5,9
O=C(CCC1CCCN(C(=O)Cc2ccc(F)cc2)C1)N1CCN(c2ccccn2)CC1 (stereo unspecified),-9,2,2,4,31,4,i,-2,1.1,11
Nc1nc(NCc2ccccc2)nc(NCc2ccccc2)c1[N+](=O)[O-],1,2,-5,-7,-1,4,-0.2,0,x,8
COc1ccc(CC(=O)Nc2ccc3c(c2)CCC3)cc1,-3,-5,-16,1,13,9,-0.5,0,x,2

# Fetched one by one from the list above:
SMILES,CCHF vOTU inh,MazEF act,PriA SSB inh,Rv3671c protease,DUSP3 inh,PrPC surface inh,Vc quorum ag,3CLpro inhibitor,TcdB GH inh,Y pestis TopoI
O=C(CCC1CCCN(C(=O)Cc2ccc(F)cc2)C1)N1CCN(c2ccccn2)CC1 (stereo unspecified),-9,2,2,4,31,4,i,-2,1.1,11
CCc1ccccc1NC(=S)N(CCN(C)C)C(C)c1ccco1 (stereo unspecified),-3,0,4,1,-3,4,-3.2,-4,2.3,-2

# Continuation.
SMILES,CCHF vOTU inh,MazEF act,PriA SSB inh,Rv3671c protease,DUSP3 inh,PrPC surface inh,Vc quorum ag,3CLpro inhibitor,TcdB GH inh,Y pestis TopoI
S=C(NCc1cccnc1)Nc1cccc(Cl)c1,3,2,-14,-18,22,-4,x,5,-0.2,5
O=C(CSCc1ccc(Cl)cc1)Nc1ccc(S(=O)(=O)N2CCOCC2)cc1,4,0,-21,-5,2,5,i,3,-1.1,2
O=C(O)c1ccc(CN2C(=O)c3ccc(Oc4ccc([N+](=O)[O-])cc4)cc3C2=O)cc1,-7,-3,3,-8,26,-8,0.4,0,-0.3,2
CC(C)N1CCC(C)(C(=O)Nc2ccccc2Oc2ccccc2)C1 (stereo unspecified),-5,x,x,x,x,-7,i,x,0.6,4
Cc1noc(C)c1COC(=O)c1cc2ccccc2cc1O,9,1,-24,-15,-16,4,i,0,0.0,-2
O=C1CCC(=O)N1c1ccc(NC2CCN(Cc3ccccc3)CC2)c([N+](=O)[O-])c1,-3,1,-7,-8,16,-18,i,0,-0.8,1
COc1ccc(CNC(=O)CN(C(=O)CCC(=O)Nc2nccs2)c2ccc(C)cc2)cc1,2,3,-5,-11,38,-5,i,3,0.5,32
Cc1nnc(SCc2ccc3c(c2)OCO3)s1,0,-1,-19&-7,-3,-19,12,i,11,x,5
Cc1ccccc1N(CC(=O)NC(C)(C)C)C(=O)CCC(=O)Nc1nccs1,4,4,-2,0,-4,-2,-0.4,4,0.4,-3
CNC(=O)C1=C(C)n2c(nc3ccccc32)NC1c1ccc(OC)cc1 (stereo unspecified),1,-2,4,-10,-20,-2,0.1,-1,0.6,-1
CCOc1ccc2c(c1)n(CO)c(=S)n2CO,-3,9,6&8,-10,5,0,i,7,x,-1
CN(C)S(=O)(=O)NC(c1ccccc1)c1ccccc1,10,3,-7,-1,-9,12,-0.3,5,x,8
O=C(COc1ccc2c3c(c(=O)oc2c1)CCC3)NCc1ccncc1,-5,11,-6,5,-2,3,-0.1,-8,1.8,3
COc1ccccc1/C=C1\SC(=S)N(CCC(=O)N2CCCCC2CCO)C1=O (stereo unspecified),11,-1,11,-8,5,4,-0.3,2,-0.2,32
C[C@@H]1CN([C@@H](C)CO)C(=O)CCCn2cc(nn2)CO[C@H]1CN(C)S(=O)(=O)c1ccc(-c2ccccc2)cc1,-7,11,x,x,x,-5,-0.5,x,0.1&0.6,-1

# Single records, from the list above. Screens in order: CCHF vOTU inh, MazEF act, PriA SSB inh, Rv3671c protease, DUSP3 inh, PrPC surface inh, Vc quorum ag, 3CLpro inhibitor, TcdB GH inh, Y pestis TopoI
# O=C(O)c1ccc(CN2C(=O)c3ccc(Oc4ccc([N+](=O)[O-])cc4)cc3C2=O)cc1 across the screens: -7, -3, 3, -8, 26, -8, 0.4, 0, -0.3, 2
# O=C(COc1ccc2c3c(c(=O)oc2c1)CCC3)NCc1ccncc1 across the screens: -5, 11, -6, 5, -2, 3, -0.1, -8, 1.8, 3
# O=C(CSCc1ccc(Cl)cc1)Nc1ccc(S(=O)(=O)N2CCOCC2)cc1 across the screens: 4, 0, -21, -5, 2, 5, i, 3, -1.1, 2
# CNC(=O)C1=C(C)n2c(nc3ccccc32)NC1c1ccc(OC)cc1 (stereo unspecified) across the screens: 1, -2, 4, -10, -20, -2, 0.1, -1, 0.6, -1

# (listing goes on)
SMILES,CCHF vOTU inh,MazEF act,PriA SSB inh,Rv3671c protease,DUSP3 inh,PrPC surface inh,Vc quorum ag,3CLpro inhibitor,TcdB GH inh,Y pestis TopoI
COc1cc(NC(=O)CSc2nc3[nH]ncc3c(=O)n2-c2ccc(Cl)cc2)cc(OC)c1,3,1,15,-30,3,17,-0.1,6,-6.4,6
Cc1ccc(NCc2ccccc2)cc1,-5,-20,23,10,21,0,-0.2,4,0.5,-4
CCC[C@@H]1Cc2ccccc2N1C(C)=O,9,5,6,5,x,3,i,x,-4.3,3
COc1cc(CO)ccc1OCc1nnnn1-c1ccc(C)cc1,-2,-8,-7,2,14,4,4.0,-1,0.7,1
COc1cc(C(=O)OCC(=O)Nc2ccc(OC(F)F)cc2)cc(OC)c1OC,-7,4,-2,-8,17,3,-5.6,5,0.2,-1
CCOC(=O)c1c(NC(=O)c2cccs2)sc(C)c1CC,4,-12,-20,-6,14,0,114*,-3,x,10
Cc1cc2c(=O)n(C)c(SCC(=O)Nc3cccc(O)c3)nc2s1,2,-2,1,-4,31,0,i,-1,1.2,-1
COc1cc([N+](=O)[O-])ccc1NC(=O)CCCOc1ccc(C)cc1,13,0,-11,-2,14,-1,3.5,2,x,-3
CCOc1ccc(C(=O)Nc2ccc3nc(N4CCN(CC)CC4)cc(C)c3c2)cc1,16,21,-5,-4,x,5,i,-11,0.5,3
CCc1nc(NCCc2ccccn2)c2nnn(Cc3ccccc3F)c2n1,7,-1,-3,5,1,13,i,-8,x,18
Cc1cc(C)c(C#N)c(Nc2ccccc2C)n1,-9,0,-8,-1,9,-12,-0.4,6,1.6,1
CCOc1cc(C=O)ccc1OCCSc1ccc(C)cc1,3,-13,-9,-5,7,6,i,0,1.2,-4
O=C(CNCC1(N2CCOCC2)CCCCC1)Nc1ccc(Cl)cc1,19,2,-13,10,17,-4,i,3,1.4,-1
O=C(O)CC(CC(=O)O)(C(=O)O)c1ccccc1,3,-1,1,14,29,-2,-0.5,-3,0.3,8
COc1cc(NC(=O)c2cc(-c3cccs3)on2)cc(OC)c1OC,-8,-5,1,3,8,5,-12,1,x,1
Cc1ccc(C2C3=C(CCCC3=O)OC3=C2C(=O)CCC3)cc1,6,8,-3,-1,13,-5,-0.4,0,2.5,-3
COc1ccc(CCNC(=O)c2ccccc2NS(=O)(=O)c2cc(C(=O)O)ccc2OC)cc1,4,10,-10,-12,8,-9,-0.3,5,0.2,6
Cc1nc2c(c(=O)n1CCC(C)C)c1nc3ccccc3nc1n2CC1CCCO1 (stereo unspecified),2,6,-5,-3,-8,5,-0.6,-4,0.5,11
FC(F)(F)c1cccc(NC2=NCCCS2)c1,8,6,-7,-8,4,12,11,-8,0.9,1
Cc1nn(-c2ccc(F)cc2)c(N)c1C1(O)C(=O)Nc2ccccc21 (stereo unspecified),2,9,4,0,33,2,0.5,0,1.3,-11
COc1ccc(-c2csc(NC(C)c3nc4cc(C(F)(F)F)ccc4n3CCOCCO)n2)cc1 (stereo unspecified),15,2,9,3,x,-5,i,x,1.0,24
COc1ccc(-n2c(=O)[nH]c3cc(C(=O)NCCc4ccc(Cl)cc4)ccc3c2=O)cc1OC,2,5,-15,-39,20,6,2.6,-1,-0.1,10
COc1ccc(C(C(=O)NC(C)(C)C)N(Cc2ccco2)C(=O)CCC(=O)Nc2ccccn2)cc1 (stereo unspecified),-2,-6,-16,2,26,0,i,2,-0.3,-10
COc1ccc(S(=O)(=O)N2CCOCC2)cc1NC(=O)Cc1cccs1,5,-2,0,-5,x,-9,i,x,0.5,6
O=C(COc1ccccc1)NNC1=NS(=O)(=O)c2ccccc21,6,-11,-17,3,22,5,-0.6,-1,0.0,3
